Assay outcomes as filed in PubChem BioAssay.
SMN2 splice enh – qHTS Assay for Enhancers of SMN2 Splice Variant Expression; Potency, µM (series often up to 46.1 µM), for the others: top-dose activity change, positive = activation, actives largely listed as activators; HEK293 SMN2-luciferase splicing reporter, luminescence, 30-36 h; AID 1458, 2008; 210,000 tested, 2.8% active; note: % of control where 0% means no effect; nearly all actives have a fitted effect of over 55% in size
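qHTS luciferase splicing reporter: luminescence rises when SMN2 exon 7 is included in transfected HEK293 cells. Compound exposure lasted 30-36 h at 37C, with 4.5 mM final sodium butyrate as control, followed by a ONE-Glo read.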
ALDH1A1 inh – qHTS Assay for Inhibitors of Aldehyde Dehydrogenase 1 (ALDH1A1); Aldehyde dehydrogenase 1A1 (Homo sapiens), P00352; Purified ALDH1A1, NADH fluorescence, propionaldehyde substrate; Potency, µM (doses to about 75.3 µM), for the others: top-dose activity, negative = inhibition, most hits filed as inhibitors; 220,000 tested, 7.3% active; AID 1030, 2008; active = well fitted inhibition curve with a large enough effect, not every such curve was filed as active; inconclusive = small, poorly fitted or top-dose-only effect, or another doubt; inactive = no such curve, though single readings can be large or run the other way;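 note: plate controls were no enzyme wells and a reference inhibitor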
Target sequence (P00352 whole entry, looked up): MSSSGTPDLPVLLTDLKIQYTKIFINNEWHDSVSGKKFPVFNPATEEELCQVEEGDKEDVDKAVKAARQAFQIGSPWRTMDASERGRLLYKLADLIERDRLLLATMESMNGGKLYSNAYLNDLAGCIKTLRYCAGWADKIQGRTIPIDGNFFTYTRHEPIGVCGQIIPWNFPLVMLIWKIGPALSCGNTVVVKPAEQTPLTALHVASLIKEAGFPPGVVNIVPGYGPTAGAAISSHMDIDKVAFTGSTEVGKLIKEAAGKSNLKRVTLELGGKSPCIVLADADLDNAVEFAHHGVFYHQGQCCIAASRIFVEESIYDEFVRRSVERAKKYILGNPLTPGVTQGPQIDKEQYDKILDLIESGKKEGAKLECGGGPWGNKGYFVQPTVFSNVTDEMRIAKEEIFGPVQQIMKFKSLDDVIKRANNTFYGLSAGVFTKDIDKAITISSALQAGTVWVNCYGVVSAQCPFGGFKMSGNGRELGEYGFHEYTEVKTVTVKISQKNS
JMJD2E inh – qHTS Assay for Inhibitors of Human Jumonji Domain Containing 2E (JMJD2E); Lysine-specific demethylase 4E (Homo sapiens), B2RXH2; JMJD2E catalytic domain, FDH-coupled NADH fluorescence (FDH is formaldehyde dehydrogenase); Potency, µM (doses to about 57.1 µM), for inactives: top-dose activity change, negative = inhibition, hits mostly inhibitors; 230,000 tested, 1.6% active; AID 2147, 2009; active = well fitted inhibition curve with a large enough effect, not every such curve was filed as active; inconclusive = small, poorly fitted or top-dose-only effect, or another doubt; inactive = no such curve, though single readings can be large or run the other way;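 note: 0% = wells with enzyme and -100% = buffer wells without enzyme; nearly all actives have a fitted effect of over 50% in size; many of its hits are not listed in these tables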
Target sequence (B2RXH2 1-337 limits assumed): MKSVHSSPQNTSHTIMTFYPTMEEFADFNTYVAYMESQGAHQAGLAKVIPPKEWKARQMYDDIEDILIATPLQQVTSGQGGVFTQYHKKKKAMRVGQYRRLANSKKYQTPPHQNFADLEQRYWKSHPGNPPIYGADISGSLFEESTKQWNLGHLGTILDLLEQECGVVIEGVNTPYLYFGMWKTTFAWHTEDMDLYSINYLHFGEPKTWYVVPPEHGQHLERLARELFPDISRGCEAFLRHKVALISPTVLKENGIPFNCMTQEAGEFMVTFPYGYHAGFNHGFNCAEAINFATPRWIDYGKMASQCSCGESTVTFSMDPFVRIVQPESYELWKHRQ
HTT cytoprotect – qHTS Multiplex Assay to Identify Dual Action Probes in a Cell Model of Huntington: Cytoprotection (ATP). PC12 HTT-Q103 induced, cytoprotection, ATP luminescence, 40 h. Potency, µM (series often up to 56.4 µM), inactives show cytoprotection (ATP increase), usual class: activators. 230,000 tested, 0.14% active;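 note: % of control where 0% means no effect; nearly all actives have a fitted effect of over 45% in size; toxic huntingtin expression switched on by the ecdysone agonist tebufenozide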
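Cells were plated at 1500 per well in phenol red-free DMEM with 5% equine and 5% calf serum. Tebufenozide (100 nM final) and compounds were added, then ATPlite reagent, and luminescence was read.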
Tau fibril FP – qHTS for Inhibitors of Tau Fibril Formation, Fluorescence Polarization | K18 P301L tau heparin fibrillization, Alexa594 FP, 6 h | 280,000 tested, 0.39% active | Potency, µM (series often up to 57.7 µM), inactives show top-dose activity, negative = inhibition, hits mostly inhibitors | Microtubule-associated protein tau (Homo sapiens), P10636 | AID 1468, 2008; note: % is set by controls: 0 for no effect and ±100 for the full control effect; nearly all actives have a fitted effect of over 55% in size
Target sequence (P10636 561-689 P618L limits assumed): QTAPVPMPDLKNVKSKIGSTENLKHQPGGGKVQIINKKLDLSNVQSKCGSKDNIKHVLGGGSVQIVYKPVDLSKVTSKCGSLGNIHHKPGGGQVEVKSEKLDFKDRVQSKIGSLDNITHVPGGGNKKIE
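Human K18 P301L fragment (15 uM unlabeled plus 0.24 uM Alexa 594-labeled) in 100 mM sodium acetate pH 7 with compound, aggregation induced by 20 uM heparin for 6 hr at 37 C. ThT (30 uM) added for 1 hr, then Alexa 594 FP read.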
Tau fibril ThT – qHTS for Inhibitors of Tau Fibril Formation, Thioflavin T Binding. 270,000 tested, 2.1% active. recombinant tau K18 P301L, heparin-induced fibrillization, ThT fluorescence. Microtubule-associated protein tau (Homo sapiens), P10636. Potency, µM (doses to about 57.4 µM), for the others: at the top dose activity, negative = inhibition, hits mostly inhibitors; note: % is set by controls: 0 for no effect and ±100 for the full control effect; nearly all actives have a fitted effect of over 55% in size
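Aggregation was driven by heparin (20 uM final) acting on recombinant tau […] bearing P301L in 100 mM sodium acetate pH 7; fibrils were detected with Thioflavin T.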
HTT aggregate – qHTS Multiplex Assay to Identify Dual Action Probes in a Cell Model of Huntington: Aggregate Formation (GFP); 220,000 tested, 1.1% active; AID 1688, 2009; PC12 HttQ103-GFP aggregates, Acumen cytometry, 40 h; Potency, µM (top dose mostly 46.1 µM), for inactives: top-dose activity change, negative = inhibition, most hits filed as inhibitors; note: % is set by controls: 0 for no effect and ±100 for the full control effect; nearly all actives have a fitted effect of over 60% in size
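Aggregate formation scored by laser-scanning cytometer (488 excitation, 500–530 emission) in lysed PC12 cells expressing Q103-GFP after 100 nM tebufenozide induction; library tested in dose series, with ATPLite reagent added in the multiplex.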
Tau fluor cs – Counterscreen qHTS for Inhibitors of Tau Fibril Formation, Fluorescence Polarization. tau K18 P301L (four-repeat tau fragment) Alexa594 fluorescence, heparin fibrillization. Potency, µM (series often up to 57.7 µM), for inactives: at the top dose activity change, negative = decrease. 280,000 tested, 0.93% active; note: % is set by controls: 0 for no effect and ±100 for the full control effect; nearly all actives have a fitted effect of over 55% in size
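Human K18 P301L tau (15 uM unlabeled plus 0.24 uM Alexa 594-labeled, final) in 100 mM sodium acetate pH 7 was mixed with compound and 20 uM heparin and incubated 6 hr at 37 C.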
Active calls of the source: *; u = inconclusive; x = no result given; [ ] = dose if it differs, or a comment. Unless noted, calls come from the whole dose curve; as a rule, active = well fitted curve in the direction sought with a large enough effect; inconclusive = small, poorly fitted or top-dose-only effect, or another doubt; inactive = no such curve, though single readings can be large; an effect the other way counts as inactive or inconclusive. Potency is the fitted concentration of half-maximal effect. This is a subset (hit frequency here may not be typical).

SMILES	SMN2 splice enh	ALDH1A1 inh	JMJD2E inh	HTT cytoprotect	Tau fibril FP	Tau fibril ThT	HTT aggregate	Tau fluor cs
COc1ccc(CN2CCNC(=O)C2CC(=O)NCCSc2nccn2C)cc1OC (stereo not given)	x	u	-5%	9%[10 µM]	7%	-15%	8%[9.22 µM]	0%
Cc1cc(=O)oc2cc(OCc3cc4c(cc3Cl)OCO4)ccc12	-1%	u	u	-32%	-16%	-24%	13%	-14%
CN(C)c1ccc(N2C(=O)CC(Nc3ccc(N4CCOCC4)cc3)C2=O)cc1 (stereo not given)	-5%	u	-25%	10%[10 µM]	0%	14µM*	12%	-15%
CCCCOc1ccc(C(=O)Nn2c(-c3cccs3)nc3ccccc3c2=O)cc1	u	x	u	1%[10 µM]	-15%	8%	9%	-2%
CC(C)C[C@H](NC(=O)c1[nH]cnc1C(=O)Nc1ccc(Cl)cc1)C(=O)OC(C)(C)C	x	x	u	15%[10 µM]	11µM*	18%	-20%[9.22 µM]	-26%
Cc1cc(C)cc(NC(=O)N2CCN(C)c3ncccc32)c1	-9%	x	x	x	1%	-16%	x	-16%
Cc1ccccc1OCC(=O)Nc1cccc(N(C)S(C)(=O)=O)c1	23%	6%	2%	13%[10 µM]	2%	-16%	-10%	-12%
Cc1[nH]nc2c1C(c1ccco1)C(C#N)=C(N)O2 (stereo not given)	7%	2%	-2%	1%	6%	-8%	8%	-1%
CC(=O)c1ccc(N2C(=O)[C@@H]3C(CCC(N)=O)NC4(C(=O)Nc5c4ccc(Cl)c5C)[C@@H]3C2=O)cc1 (stereo not given in full)	2%	u	6%	-5%	0%	-6%	-2%	-8%
COc1cccc(-c2noc(C(C)n3nc(C)c([N+](=O)[O-])c3C)n2)c1 (stereo not given)	-16%	-3%	-2%	-2%	-7%	-8%	0%	-27%
CCN1CCN(c2cc(C(C)C)nc3c(-c4ccccc4)c(C)nn23)CC1	x	x	u	-16%[10 µM]	8%	-3%	-28%[9.22 µM]	-20%
CCCc1nnc(NC(=O)Nc2ccc(OC)cc2)s1	41%	u	7%	-2%	5%	-8%	-15%	u
CC(C)c1ccc(NC(=O)C2(C)Cc3ccccc3C(=O)O2)cc1 (stereo not given)	-10%	x	x	x	5%	-18%	x	-19%
Cc1cc(-n2c(SCc3ccccc3F)nc3n[nH]c(C)c3c2=N)ccc1Cl	-12%	u	u	-74%[inhibitor]	18µM*	5%	u	-21%
C/C(=N\N(Cc1ccccc1)c1ccccc1)c1ccncc1	-1%	4%	21%	-8%	12%	u	5%	-17%
COc1ccc(C(=O)N2CCN(C(=O)c3ccco3)CC2)cc1OC	-7%	2%	2%	-9%[10 µM]	0%	-2%	-15%	4%
Cc1ccc(OCc2nnc(N)s2)cc1C	x	x	-6%	17%[10 µM]	3%	x	15%[9.22 µM]	-11%
OCC1(CCOc2ccccc2)CCN(Cc2cccn2-c2ncccn2)CC1	x	5%	-5%	-4%[10 µM]	-9%	-10%	-7%[9.22 µM]	-8%
O=C(Nc1ccccc1)Nc1cccc(C(F)(F)F)c1	4%	-2%	-3%	-80%[inhibitor]	u	1%	22µM*	-30%
C[C@@H]1CN(c2c(F)c(N)c3c(=O)c(C(=O)O)cn(C4CC4)c3c2F)C[C@H](C)N1	x	x	-6%	x	-2%	-12%	x	-1%
COC(=O)[C@@]1(Cc2ccc(OC)cc2)[C@H]2c3cc(C(=O)N4CCCC4)n(CCc4ccc(O)c(O)c4)c3C[C@H]2CN1C(=O)c1ccccc1	-2%	-6%	-1%	11µM*	-4%	u	x	-25%
CCO[C@H]1OC(C(=O)N2CCN(Cc3ccc4c(c3)OCO4)CC2)=C[C@@H](c2csc3ccccc23)[C@@H]1CCCO	x	9%	-1%	3%[10 µM]	11%	-18%	-4%[9.22 µM]	-5%
O=C(c1cc2n(n1)C(C(F)(F)F)CC(c1ccc(F)cc1)N2)N1CCCC1 (stereo not given)	-7%	-8%	-27%	25%	0%	-2%	-12%	0%
CN=C(Nc1cc(C)nn1CCC#N)c1ccccc1F	-20%	11%	7%	19%[10 µM]	0%	-10%	0%	1%
Cc1nc(-c2ccc(-n3nncc3-c3ccco3)cc2)cs1	x	25µM*	u	-2%[10 µM]	-3%	-18%	-4%[9.22 µM]	-20%
Next section.
SMILES	SMN2 splice enh	ALDH1A1 inh	JMJD2E inh	HTT cytoprotect	Tau fibril FP	Tau fibril ThT	HTT aggregate	Tau fluor cs
C/C(N)=C(/C#N)C(=O)CSc1nc2ccccc2[nH]1	u	13%	0%	-6%	7%	-12%	-7%	-4%
CCn1cc(C(=O)NCCCN2CCCC2)c(=O)c2cc(S(=O)(=O)N3CCc4ccccc4C3)ccc21	11%	u	-17%	-20%	-4%	-13%	-20%	-6%
O=C(Cn1cccc1C(=O)c1ccccc1)NCc1cccnc1	-5%	5%	0%	-14%	-2%	-4%	-6%	1%
COc1ccccc1NC(=O)CC(NCc1ccccc1)C(=O)O (stereo not given)	-3%	0%	3%	25%[10 µM]	1%	9%	-10%	6%
COc1ccc(-c2cc(C(F)(F)F)n3nc(C(=O)NCC45CC6CC(CC(C6)C4)C5)cc3n2)cc1OC	-11%	x	x	x	1%	u	x	-24%
CCC(C)NC(=S)NNC(=O)c1ccncc1 (stereo not given)	-22%	8%	-5%	11%	-5%	2%	-5%	-5%
O=C1CC(c2ccccc2Cl)c2c(sc3c(=O)[nH]c(CCl)nc23)N1 (stereo not given)	x	x	5%	10%[10 µM]	-14%	-9%	-5%[9.22 µM]	-10%
Cc1cccc(C)c1NC(=O)C1(N2C(=O)CC2c2ccccc2)CCCCC1 (stereo not given)	0%	5%	3%	u	-4%	0%	4%	-4%
CC(=O)c1c(C)[nH]c(C(=O)CSc2nnc(-c3ccco3)n2Cc2ccccc2)c1C	-18%	u	3%	-11%[10 µM]	1%	-11%	u	-1%
O=C(N/N=C/c1ccc(Br)cc1)c1ccc(Br)o1	11µM*	0%	2%	x	2%	u	8%	-7%
O=C(NC12CC3CC(CC(C3)C1)C2)N1CCN(c2ncccn2)CC1	-7%	-10%	3%	x	8%	-4%	x	-2%
COc1ccc(NC(=O)C(CCSC)NC(N)=O)cc1NS(=O)(=O)c1ccc(F)cc1 (stereo not given)	11%	6%	-7%	-12%	10%	4%	5%	7%
Cc1ccc(S(=O)(=O)NCCSCc2ccco2)cc1	x	20µM*	-7%	9%[10 µM]	-8%	-10%	3%[9.22 µM]	-21%
COc1cccc(N2CC(O)=C(c3nc4ccccc4s3)C2=N)c1	u	u	u	-61%[inhibitor][10 µM]	3%	-10%	-15%[9.22 µM]	-3%
CCOC1(C(F)(F)F)NC(=O)N(Cc2ccc(OC)cc2)C1=O (stereo not given)	x	12%	u	-38%[inhibitor]	1%	-9%	u	-6%
COc1cccc(CNC(=O)c2cc(COc3c(F)cccc3F)on2)c1	x	-3%	-6%	-2%[10 µM]	2%	-15%	12%[9.22 µM]	-19%
CCOC(=O)c1cc(-c2ccc(OC(F)F)cc2)nc2c1c(=O)[nH]c(=O)n2C	0%	-3%	-5%	x	8%	1%	10%	0%
CCOc1ccc(NC(=O)c2oc3ccccc3c2NC(=O)C2CCCCC2)cc1	-5%	x	x	x	-5%	-3%	x	-26%
COCCCn1cnnc1SCC(=O)Nc1ccc(S(=O)(=O)N2CCCC2)cc1	2%	11µM*	4%	-9%	-8%	-14%	-9%[9.22 µM]	-13%
O=c1cc(O)c2c(=O)n(Cc3ccccc3)c3ccccc3c2o1	-4%	u	-29%	-36%[inhibitor]	0%	5%	-16%	2%
CCCCn1c(/N=C/c2ccccc2NS(=O)(=O)c2ccc(C)cc2)nc2ccccc21	-65%[inhibitor]	-9%	-10%	-21%[10 µM]	-7%	6%	-11%	-4%
COC(=O)c1cn(NC(=O)Cc2c(F)cccc2Cl)c(=O)c2ccccc12	-11%	6%	-1%	-10%	-7%	3%	-7%	-2%
c1cn(-c2ncnc3sc4c(c23)CCCC4)cn1	-2%	u	u	20%[10 µM]	7%	5%	11µM*	4%
CCN(CC)c1ccc(/C=N/OC(C)C(=O)Nc2ccc(C)cc2)cc1 (stereo not given)	2%	u	u	0%[10 µM]	u	u	-7%	u
COc1ccc(-c2nnc3n2N=C(c2cccc(Br)c2)CS3)cc1OC	8%	-5%	1%	-27%[0.074 µM]	1%	-4%	12%	3%
COc1ccc(OC)c(NC(=O)Cn2ccc3ccccc3c2=O)c1	-8%	x	x	x	-2%	-14%	x	-21%
CCOc1cc(-c2nc3ccccc3s2)ccc1O	x	x	u	-8%[10 µM]	5%	u	-7%[9.22 µM]	20µM*[quencher]
CCc1ccc(/C=C2/SC(N3CCOCC3)=NC2=O)cc1	x	x	1%	17%[10 µM]	7%	-8%	8%[9.22 µM]	1%
Cc1cc(OCC(=O)Nc2ccc3c(c2)OCCO3)ccc1Cl	-9%	-10%	2%	-15%	0%	u	-13%	-29%
COC(=O)C1=C(N)N(c2ccccc2C(F)(F)F)C2=C(C(=O)CCC2)C1c1ccc2c(c1)OCO2 (stereo not given)	-8%	7%	-4%	5%	-1%	-7%	6%	-19%

Fetched one by one from above, three records:
SMILES	SMN2 splice enh	ALDH1A1 inh	JMJD2E inh	HTT cytoprotect	Tau fibril FP	Tau fibril ThT	HTT aggregate	Tau fluor cs
Cc1ccc(S(=O)(=O)NCCSCc2ccco2)cc1	x	20µM*	-7%	9%[10 µM]	-8%	-10%	3%[9.22 µM]	-21%
CCOc1cc(-c2nc3ccccc3s2)ccc1O	x	x	u	-8%[10 µM]	5%	u	-7%[9.22 µM]	20µM*[quencher]
CCOc1ccc(NC(=O)c2oc3ccccc3c2NC(=O)C2CCCCC2)cc1	-5%	x	x	x	-5%	-3%	x	-26%
